Compound activity from PubChem BioAssay.
cardiac RTF act = increases calcium sensitivity of human cardiac regulated thin filaments. actives 0.24% (n = 340,000). AID 493008. activation, % at 7.2 µM. IANBD-labeled TnC RTF fluorescence at EC20 calcium; 0% EC20 calcium, 100% full calcium;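 active = activation above the mean over all tested compounds plus 3 SD, cut at about 30% in these data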;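 also: rise in fluorescence read as greater calcium sensitivity of cardiac thin filaments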
MOR-DOR ag = agonists of human mu-delta opioid receptor heterodimerization; P35372+P41143; cells, OPRM1-OPRD1 heterodimerization, luminescence; activation, % at 9.3 µM; actives 0.3% (n = 340,000); AID 504326; in the data active = activation above about 18%;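 also: 0% = vehicle-treated cells and 100% = reference agonist; values of inactives mirror those of a sister screen read the other way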
HTR5A ag ctr = HTR5A agonism, opioid heterodimer counter-screen. HTR5A agonist assay, luminescence, cell-based. AID 504692. activation, % at 9.3 µM. actives 0.61% (n = 340,000); in the data active = activation mostly above about 9.5%, no sharp cut-off; inactive = mostly below about 7.6%;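 also: 0% = cells with vehicle only and 100% = reference agonist; strong numbers were not always called active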
Target sequence (P47898 whole entry, looked up): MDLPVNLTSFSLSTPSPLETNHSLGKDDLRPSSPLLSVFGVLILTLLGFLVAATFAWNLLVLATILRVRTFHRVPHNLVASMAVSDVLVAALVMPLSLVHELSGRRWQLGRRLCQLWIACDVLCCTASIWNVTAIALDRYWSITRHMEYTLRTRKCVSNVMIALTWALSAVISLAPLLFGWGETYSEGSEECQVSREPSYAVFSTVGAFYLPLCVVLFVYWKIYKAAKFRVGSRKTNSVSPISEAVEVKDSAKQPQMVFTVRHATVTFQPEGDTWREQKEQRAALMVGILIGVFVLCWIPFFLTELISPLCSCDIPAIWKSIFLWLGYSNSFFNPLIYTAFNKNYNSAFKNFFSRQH
Keap1 Nrf2 FP = Keap1-Nrf2 (human) interaction inhibition; inhibition, % at 9.4 µM; Keap1 Kelch-Nrf2 peptide fluorescence polarization, 1536-well; actives 0.15% (n = 340,000); in the data active = inhibition above about 12%;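 also: human Keap1 Kelch domain with fluorescein labeled Nrf2 9mer peptide probe; 0% = neutral control wells and 100% = peptide positive control; higher means more block of Keap1 binding to Nrf2 peptide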
Target sequence (Q14145 whole entry, looked up, the tested form may be a part): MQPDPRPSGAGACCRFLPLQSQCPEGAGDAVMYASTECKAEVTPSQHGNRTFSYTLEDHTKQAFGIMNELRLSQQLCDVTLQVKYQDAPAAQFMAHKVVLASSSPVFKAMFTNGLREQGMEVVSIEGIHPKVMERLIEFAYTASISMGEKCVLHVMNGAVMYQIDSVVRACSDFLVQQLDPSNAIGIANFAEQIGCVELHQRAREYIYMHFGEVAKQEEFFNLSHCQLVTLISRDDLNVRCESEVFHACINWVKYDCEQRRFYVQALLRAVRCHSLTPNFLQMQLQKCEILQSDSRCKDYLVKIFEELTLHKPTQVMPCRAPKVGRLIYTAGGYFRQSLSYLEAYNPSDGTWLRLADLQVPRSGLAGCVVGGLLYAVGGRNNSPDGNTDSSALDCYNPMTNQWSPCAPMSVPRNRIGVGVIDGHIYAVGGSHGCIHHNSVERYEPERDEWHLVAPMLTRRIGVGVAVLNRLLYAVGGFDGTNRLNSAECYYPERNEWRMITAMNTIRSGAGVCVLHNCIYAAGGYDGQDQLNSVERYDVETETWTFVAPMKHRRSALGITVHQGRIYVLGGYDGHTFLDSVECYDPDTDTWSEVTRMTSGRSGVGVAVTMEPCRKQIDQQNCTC
V-ATPase pH = regulators of yeast V-ATPase proton transport; response, % at 10 µM; actives 0.37% (n = 350,000); S. cerevisiae, pHLuorin cytosolic pH fluorescence; AID 504577; in the data active = response mostly above about 7.3%, no sharp cut-off; inactive = mostly below about 5.4%; also: actives read high; inactives centre near 0; some compounds called inactive have numbers as strong as hits; reference of the scale not given here
MOR-DOR inv ag = inverse agonists of human mu-delta opioid receptor heterodimerization; inhibition, % at 9.3 µM; cell-based MOR-DOR heterodimer luminescence, inverse agonism; actives 0.21% (n = 340,000); in the data active = inhibition above about 22%, passing the limit was not always enough;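 also: 0% = cells with DMSO and 100% = wells without cells with DMSO; values of inactives mirror those of a sister screen read the other way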
HTR5A inv ctr = inverse agonist of human HTR5A in OPRM1-OPRD1 counter-screen. HTR5A cell line, luminescence, inverse agonism. inhibition, % at 9.3 µM. actives 0.083% (n = 340,000). P47898; in the data active = inhibition mostly above about 23%, no sharp cut-off; inactive = mostly below about 18%;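 also: 0% = cells with DMSO and 100% = no-cell wells with DMSO; some compounds called inactive have numbers as strong as hits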
CAL PDZ FP = blocks peptide binding to the human CAL PDZ domain; Q9HD26; purified CAL PDZ, TMR-peptide fluorescence polarization, 1 h; inhibition, % at 24.9 µM; actives 0.92% (n = 300,000); AID 602252;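 active = mean inhibition of at least 30% with at least half of replicates also reaching 30%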;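 also: 0% = DMSO neutral control and 100% = excess unlabeled competitor peptide PRC23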
C-LANA FP = KSHV C-LANA DNA binding inhibition; MBP-C-LANA/FAM-LBS DNA binding, fluorescence polarization; inhibition, % at 9 µM; actives 0.078% (n = 340,000); AID 504423;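 active = highest replicate inhibition at or above 60% at 9 µM, even if other replicates fall short; inactive = all replicates below 60% inhibition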;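 also: 0% = neutral control wells and 100% = 4 µM acridine orange control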
Cardiac RTF inh = cardiac RTF calcium desensitization. actives 0.12% (n = 340,000). inhibition, % at 7.15 µM. P19429+P45379. IANBD-labeled cardiac RTF, Ca2+ fluorescence;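 active = inhibition above the mean inhibition of all tested compounds plus 3 SD, cut at about 17% in these data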;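 also: assay run at fixed EC70 calcium of 1.6 mM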
* hit, by the source's call; . = no result given.

SMILES	cardiac RTF act	MOR-DOR ag	HTR5A ag ctr	Keap1 Nrf2 FP	V-ATPase pH	MOR-DOR inv ag	HTR5A inv ctr	CAL PDZ FP	C-LANA FP	Cardiac RTF inh
COc1ccc(C(=O)O)cc1NS(=O)(=O)c1cccc2nsnc12	8.8	-0.5	2.6	-3.7	-2.4	2.7	-7.8	-4.6	-0.7	-1.1
CN(C)c1cccc(C(=O)NNC(=O)C23CC4CC(CC(C4)C2)C3)c1	-2.2	2.3	6.0	-5.2	-5.0	-9.3	-7.5	-0.8	-4.2	-10.5
Cc1cc(C)cc(NC(=O)c2ccc3nc[nH]c3c2)c1	1.8	0.0	-2.1	1.8	3.1	0.1	-9.5	0.2	0.8	-11.8
CCOC(=O)C1CCCCN1C(=O)CCc1c(C)nc2ncnn2c1C (configuration not stated)	5.8	4.0	0.5	-3.6	-1.5	-18.1	-19.1	.	0.4	-5.3
CCn1c(=O)cc(SCC(=O)Nc2ccc(Cl)cc2)c2ccccc21	-8.8	2.0	6.1	0.1	-7.0	-10.9	-29.9	-1.7	-0.1	3.8
Cc1cc(-c2nnnn2-c2cc(Cl)cc(Cl)c2)no1	0.6	-2.4	5.3	-1.4	3.5	11.7	-13.9	-0.1	-0.2	2.3
Cn1c(-c2ccccc2)c(C=O)c2ccccc21	5.9	-1.8	1.6	2.0	1.6	8.3	-4.5	-0.3	0.9	-3.7
Cc1c(C(=O)NNC(=O)Nc2ccc([N+](=O)[O-])cc2)oc2ccccc12	5.2	1.7	-1.5	2.9	1.3	-9.2	7.8	2.7	-0.6	-4.3
Cc1ccn2cc(CC(=O)O)nc2c1	6.4	-3.2	0.5	-4.5	-0.1	15.9	-1.4	0.0	7.0	-2.2
O=C(COC(=O)c1ccc(Cl)cc1)NCC1CCCCC1	-6.7	2.1	2.3	-3.0	4.9	-10.5	-9.0	.	0.8	1.0
CCOc1ccccc1Nc1nc(-c2sc(NC(=O)c3ccco3)nc2C)cs1	7.1	-2.3	2.9	-5.5	2.3	12.7	5.4	0.0	-0.1	-0.1
O=C(Nc1ccc(F)cc1)c1oc2ccccc2c1NC(=O)C1CC1	1.2	1.2	-0.8	-0.7	-1.9	-6.4	3.4	-3.7	-0.9	-1.5
Cc1ccc(S(=O)(=O)NCc2c(Cl)cccc2Oc2ccccc2)cc1	2.2	3.8	0.8	7.2	-4.8	-19.8	1.0	.	0.2	-1.1
CSc1ncccc1C(=O)OCCCC(=O)c1ccc(F)cc1	-2.2	-2.5	7.9	-7.2	0.5	9.6	-19.8	-3.0	0.1	-8.9
COc1cc(NC(=O)c2ccc(Cl)cc2Cl)ccc1-c1cc2ccccc2oc1=O	5.0	8.0	2.2	-6.5	-0.6	-43.4	3.8	.	0.4	-10.8
CCOP(=O)(OCC)/C(=N/OC(=O)c1ccccc1C)C(N)=O	-5.7	-4.4	-3.9	-15.5	-2.1	23.3	-34.5	0.0	1.4	4.1
O=C(CCc1nc(-c2ccccc2)no1)NCC1CCCO1 (configuration not stated)	-3.2	-2.1	-0.5	-4.5	-0.7	10.5	1.0	-0.3	-0.9	-6.8
S=C(Nc1ccccc1)N1CCn2c1nc1ccccc12	-3.7	.	.	0.8	-2.3	.	.	-3.8	2.4	-2.6
O=C(Nc1ccc2oc(=O)ccc2c1)c1ccc(-c2ccc(Cl)cc2)o1	-0.1	-2.5	-0.9	-4.3	-5.6	13.2	8.7	0.0	0.9	-2.5
C=CCN(CC=C)S(=O)(=O)c1ccc(F)cc1	-7.0	-1.8	5.6	-7.2	-2.3	10.0	-35.5	.	0.7	1.4
O=C(CCN1C(=O)c2ccccc2S1(=O)=O)N1CCN(c2ccccc2F)CC1	2.9	0.4	4.2	-1.7	-5.0	-2.7	6.4	3.2	-0.8	2.1
NC(=O)C1CN(C(=O)c2nn(Cc3ccccc3)c(=O)c3ccccc23)c2ccccc2O1 (configuration not stated)	7.3	4.5	-4.7	-4.8	1.4	-28.8	-19.6	-4.0	-0.1	2.5
COc1ccc(Cl)cc1-c1n[nH]c(=S)n1C1CCCCC1	-2.7	1.6	-0.8	-2.6	8.7	-8.7	-29.1	-0.9	1.2	-3.9
Cc1cc(C(=O)NCC2CCCO2)sc1C (configuration not stated)	9.3	-2.4	-0.2	0.3	-2.3	13.0	0.5	-20.6	-0.5	9.3
COc1ccc(CNC(=O)C(C)N2C(=O)NC(c3ccccc3)(c3ccccc3)C2=O)cc1 (configuration not stated)	2.4	-2.9	0.6	-0.7	-3.9	11.4	-0.9	-5.3	-0.6	-4.8

The last 3 compounds of the section before open the next one.
SMILES	cardiac RTF act	MOR-DOR ag	HTR5A ag ctr	Keap1 Nrf2 FP	V-ATPase pH	MOR-DOR inv ag	HTR5A inv ctr	CAL PDZ FP	C-LANA FP	Cardiac RTF inh
COc1ccc(Cl)cc1-c1n[nH]c(=S)n1C1CCCCC1	-2.7	1.6	-0.8	-2.6	8.7	-8.7	-29.1	-0.9	1.2	-3.9
Cc1cc(C(=O)NCC2CCCO2)sc1C (configuration not stated)	9.3	-2.4	-0.2	0.3	-2.3	13.0	0.5	-20.6	-0.5	9.3
COc1ccc(CNC(=O)C(C)N2C(=O)NC(c3ccccc3)(c3ccccc3)C2=O)cc1 (configuration not stated)	2.4	-2.9	0.6	-0.7	-3.9	11.4	-0.9	-5.3	-0.6	-4.8
CCc1cc(=O)[nH]c(SCC(=O)NCc2ccc3c(c2)OCO3)n1	-4.0	-2.0	8.2	-4.9	4.4	11.1	5.2	-4.3	1.1	-6.7
COC(=O)c1cc2ccsc2n1Cc1ccccc1F	-1.0	9.8	5.7	-7.2	4.6	-51.7	12.0	-1.8	1.7	5.5
O=C(C1CCN(CCCc2ccccc2)CC1)N1CCCCC1	-0.3	-0.2	-9.1	-8.1	-2.5	1.0	20.0	0.1	-3.3	0.8
Oc1ccc(CN2CCCCC2)nc1-c1ccccc1	-1.9	-2.8	8.0	-5.2	5.0	17.2	-21.5	-5.5	0.6	-4.3
O=C(Cn1c2[n+](c3ccc(C(F)(F)F)cc31)CCCCC2)c1cccc([N+](=O)[O-])c1	1.9	0.4	0.0	-5.6	9.3	-2.0	-0.1	3.3	-0.2	-5.9
CCOC(=O)c1cc2n(c1C)-c1ccccc1C2=O	0.8	-2.9	0.7	-1.8	-3.9	14.4	-4.9	7.7	-1.5	0.1
O=C(Cc1c(Sc2ccccc2)c2ccccc2n1Cc1ccccc1)NCCO	-6.4	1.0	0.3	-4.8	1.4	-6.4	-0.8	-3.3	-0.3	-5.5
Oc1cccnc1Sc1cccc(C(F)(F)F)c1	1.0	-3.5	-1.3	-0.4	1.1	18.0	-45.2	.	-0.1	-2.6
C=CCn1c(=NC(=O)CN2C(=O)CCC2=O)sc2cc(S(N)(=O)=O)ccc21	-2.7	-0.5	3.3	-2.6	3.6	3.2	-8.8	-3.7	-0.7	1.9
Cc1ccc(C)n1-c1ccc(C(=O)NN)s1	-6.8	-4.3	-2.8	-5.4	1.9	19.5	-6.2	-3.0	-0.9	-0.9
CC(C)NC(=O)CCn1c(=S)oc2ccccc21	-1.9	1.9	4.1	-1.9	-0.3	-14.1	-11.6	-2.3	1.5	10.3
CCOC(=O)C1CCN(C(=O)COc2ccc(S(=O)(=O)N3CCCC3)cc2C)CC1	-3.8	-2.5	4.6	4.6	-1.1	12.7	4.4	-0.9	0.1	-0.2
CCOC(=O)c1[nH]c2ccc(F)cc2c1NC(=O)CN1CCN(C/C=C/c2ccccc2)CC1	-1.5	2.0	-4.0	3.4	-0.1	-10.9	11.4	-0.4	-0.5	-4.3
COc1ccc(S(=O)(=O)N2CCCCC2)cc1NC(=O)CSc1ncccn1	-2.1	-4.9	5.1	0.7	1.7	18.3	-28.6	-4.2	-4.3	-7.4
O=C(CNC(=O)c1ccco1)Nc1ccc(Cl)cc1	-5.4	-2.8	21.4*	-3.8	-3.9	13.1	-79.3	-4.4	-0.2	-6.5
CC1Oc2ccccc2N(CC(=O)NCCc2ccccc2)C1=O (configuration not stated)	-0.7	0.6	2.1	-5.2	-1.3	-3.6	0.9	-1.6	-0.8	-8.3
CCCC(C(=O)NC1CCCC1)N(C(=O)c1snc(C(N)=O)c1N)c1ccc(OCC)cc1 (configuration not stated)	-6.7	-0.2	3.5	2.0	6.0	1.2	-10.1	-4.1	-0.2	-14.3
CC(=O)Nc1ccc(NC(=O)CSc2nnnn2-c2ccc3c(c2)OCCO3)cc1	-0.1	1.2	6.5	-1.9	0.2	-8.6	-18.6	2.1	-0.6	-5.6
CCOc1cc(C2C(C#N)=C(N)OC(C)=C2C(C)=O)cc(Br)c1O (configuration not stated)	19.3	-0.3	-5.2	26.2*	4.9	1.6	12.0	-4.9	47.0	-24.4
Clc1ccc(-c2cn3cc(Br)ccc3n2)cc1Cl	-3.4	5.2	5.4	-3.9	0.5	-26.6	3.5	-1.4	-1.3	9.0
CCCn1c2c(c(O)c(C(=O)Nc3nc4ccccc4s3)c1=O)CCCC2	7.0	1.6	4.7	-6.1	0.3	-8.9	5.2	0.4	0.6	-1.1
CCCCC1=CC2=C(c3ccco3)C(=O)C(C)(OC(=O)c3ccc(OC)cc3)C(=O)C2=CN1C(CO)CO (configuration not stated)	-0.9	0.1	1.8	3.4	2.8	-0.7	-0.8	9.4	0.4	-10.2
Cc1ccc(-c2noc(CCC(=O)NC3CC3)n2)cc1	-1.1	-0.3	0.2	2.2	-1.4	1.9	7.5	-1.8	-2.0	3.6
O=C1CC(=C(c2ccccc2)c2ccccc2)C(=O)N1CCCN1CCN(c2cccc(Cl)c2)CC1	1.5	2.2	-5.6	-2.8	-1.0	-12.6	-25.6	3.6	-0.6	-2.5
O=C(Cc1ccccc1)NNC1CC(=O)N(c2ccc(Cl)cc2)C1=O (configuration not stated)	3.0	-1.0	0.2	1.6	7.5	4.6	-0.6	-3.8	-1.1	-11.9
CC(C)(C)c1ccc(S(=O)(=O)Nc2ccc(Cc3ccncc3)cc2)cc1	-6.2	-0.1	-1.8	-8.4	-0.7	0.8	-0.1	-1.9	-2.5	6.8

6 of the compounds above, with two lines to a compound.
Order of values – cardiac RTF act | MOR-DOR ag | HTR5A ag ctr | Keap1 Nrf2 FP | V-ATPase pH | MOR-DOR inv ag | HTR5A inv ctr | CAL PDZ FP | C-LANA FP | Cardiac RTF inh
> O=C(Cc1c(Sc2ccccc2)c2ccccc2n1Cc1ccccc1)NCCO
→ -6.4 | 1.0 | 0.3 | -4.8 | 1.4 | -6.4 | -0.8 | -3.3 | -0.3 | -5.5
> Oc1cccnc1Sc1cccc(C(F)(F)F)c1
→ 1.0 | -3.5 | -1.3 | -0.4 | 1.1 | 18.0 | -45.2 | . | -0.1 | -2.6
> C=CCn1c(=NC(=O)CN2C(=O)CCC2=O)sc2cc(S(N)(=O)=O)ccc21
→ -2.7 | -0.5 | 3.3 | -2.6 | 3.6 | 3.2 | -8.8 | -3.7 | -0.7 | 1.9
> Cc1ccc(C)n1-c1ccc(C(=O)NN)s1
→ -6.8 | -4.3 | -2.8 | -5.4 | 1.9 | 19.5 | -6.2 | -3.0 | -0.9 | -0.9
> CC(C)NC(=O)CCn1c(=S)oc2ccccc21
→ -1.9 | 1.9 | 4.1 | -1.9 | -0.3 | -14.1 | -11.6 | -2.3 | 1.5 | 10.3
> CCOC(=O)C1CCN(C(=O)COc2ccc(S(=O)(=O)N3CCCC3)cc2C)CC1
→ -3.8 | -2.5 | 4.6 | 4.6 | -1.1 | 12.7 | 4.4 | -0.9 | 0.1 | -0.2
